Assay outcomes deposited in PubChem BioAssay by several laboratories.
p97 ATPase inh: blocks human p97 ATPase activity; P55072; hit rate 0.42% among 220,000; recombinant p97 ATPase, Kinase-Glo ATP luminescence, 3 h; inhibition, % at 8 µM; AID 1481; in the data active = inhibition above about 15%;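 also: 0% = DMSO vehicle and 100% = wells lacking enzyme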
RBBP9 inh: human RBBP9 hydrolase inhibition; O75884; recombinant RBBP9, FP-Rh probe fluorescence polarization; inhibition, % at 7.94 µM; hit rate 0.2% among 220,000; AID 1515;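 active = inhibition above the campaign mean of all tested compounds plus 3 SD, cut at about 14% in these data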;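 also: plate controls were DMSO wells with RBBP9 for no effect and wells lacking RBBP9 protein for full effect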
Target sequence (O75884 whole entry, looked up): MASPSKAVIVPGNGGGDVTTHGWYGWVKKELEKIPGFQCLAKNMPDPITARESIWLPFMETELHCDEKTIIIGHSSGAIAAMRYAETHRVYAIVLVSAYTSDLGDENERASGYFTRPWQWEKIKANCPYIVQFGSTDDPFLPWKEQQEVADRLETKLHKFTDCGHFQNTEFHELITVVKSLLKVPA
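Material: RBBP9 protein. Amount: RBBP9 at 2.5 µM in dispensed solution, before mixing. Schedule: 30 min then 45 min, 25 °C. Medium: Tris buffer pH 8.0, NaCl, Pluronic. Measured by: fluorescence polarization. Measure: percent inhibition from mP, scaled between DMSO and no-protein wells. Replication: one well per compound.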
Ba/F3 V617F tox: loss of viability in JAK2V617F-driven Ba/F3 cells. Ba/F3 EpoR-JAK2V617F viability, ATP luminescence. hit rate 1.1% among 220,000. inhibition, % at 5.6 µM. AID 1446;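 active = inhibition above the campaign mean plus 3 SD over all tested compounds, cut at about 24% in these data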;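 also: cytokine-independent growth of Ba/F3 cells driven by EpoR plus mutant JAK2; 0% = DMSO-treated cells and 100% = JAK inhibitor I control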
EP2 antag: EP2 receptor (human) inhibition | hit rate 0.52% among 260,000 | C6 glioma cells expressing human EP2, cAMP TR-FRET; cells stimulated with saturating PGE2 | inhibition, % at 25 µM | P43116;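 active = percent inhibition above 40 after rounding to a whole number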;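 also: rat C6 glioma host cells with rolipram phosphodiesterase inhibitor present; the protocol text gives 20 µM as final concentration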
Target sequence (P43116 whole entry, looked up): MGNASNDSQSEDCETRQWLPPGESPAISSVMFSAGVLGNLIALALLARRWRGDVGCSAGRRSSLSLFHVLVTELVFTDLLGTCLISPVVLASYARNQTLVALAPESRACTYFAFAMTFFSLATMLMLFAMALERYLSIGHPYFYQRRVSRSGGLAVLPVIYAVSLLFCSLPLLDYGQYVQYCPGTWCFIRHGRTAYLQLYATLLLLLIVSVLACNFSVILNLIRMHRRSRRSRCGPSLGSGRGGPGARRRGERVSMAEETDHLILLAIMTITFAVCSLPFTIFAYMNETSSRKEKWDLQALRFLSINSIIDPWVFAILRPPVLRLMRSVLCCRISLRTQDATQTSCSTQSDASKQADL
BaF3 tox: counter-screen for JAK2V617F inhibitors: parental Ba/F3 viability inhibitors; CellTiter-Glo ATP luminescence; inhibition, % at 5.6 µM; hit rate 1.1% among 220,000; AID 1486;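 active = inhibition above a per-campaign cutoff, the mean inhibition of all tested compounds plus 3 SD, cut at about 27% in these data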;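 also: 0% = DMSO wells and 100% = JAK Inhibitor I control wells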
PPC-1+TRAIL kill: PPC-1 cancer cell killing with TRAIL present; PPC-1 cells + TRAIL, ATPLite viability luminescence; cell killing (% activity), % at 4 µM; hit rate 0.41% among 220,000;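 active = cell killing above 50% in the first pass at 4 µM, then a duplicate retest at 5 µM averaging 50% or more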;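 also: plate controls were cells with TRAIL plus DMSO for no effect and medium-only wells lacking cells for full effect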
Tb hexokinase: blocks Trypanosoma brucei hexokinase 1 activity; recombinant TbHK1, G6PDH-coupled NADH A340; inhibition, % at 10 µM; hit rate 0.11% among 220,000;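 active = inhibition of 50% or more in the single-dose primary screen; inactive = inhibition below 50%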
Furin inh: blocks human furin protease activity. AID 463115. hit rate 0.061% among 220,000. P09958. inhibition, % at 30 µM. purified furin, fluorogenic substrate cleavage; in the data active = inhibition above about 25%; also: inactives centre near -15
p47phox inh: blocks human p47phox regulatory protein of NADPH oxidases; inhibition, % at 24.7 µM; P14598; hit rate 0.53% among 220,000; p47phox/p22phox peptide binding, fluorescence polarization, 2 h;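 active = inhibition above about 30%, limit read from the data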;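 also: 0% = p47phox with labelled peptide and 100% = labelled peptide alone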
Target sequence (P14598 whole entry, looked up): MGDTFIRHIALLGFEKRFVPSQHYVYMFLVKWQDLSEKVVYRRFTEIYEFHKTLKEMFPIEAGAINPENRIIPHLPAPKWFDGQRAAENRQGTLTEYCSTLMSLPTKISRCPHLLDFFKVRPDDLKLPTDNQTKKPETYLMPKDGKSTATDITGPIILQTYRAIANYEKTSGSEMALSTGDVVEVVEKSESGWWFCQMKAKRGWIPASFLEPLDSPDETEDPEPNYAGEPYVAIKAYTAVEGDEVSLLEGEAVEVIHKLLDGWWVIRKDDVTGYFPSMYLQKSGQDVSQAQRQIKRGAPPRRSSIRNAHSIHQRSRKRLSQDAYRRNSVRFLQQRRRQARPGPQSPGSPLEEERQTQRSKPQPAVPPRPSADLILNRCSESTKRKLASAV
Numbers without * were called inactive; / = not tested or not shown; [ ] = remark or other dose. This is a subset; rates above refer to the full screens.

SMILES	p97 ATPase inh	RBBP9 inh	Ba/F3 V617F tox	EP2 antag	BaF3 tox	PPC-1+TRAIL kill	Tb hexokinase	Furin inh	p47phox inh
COc1ccc(NC(=O)C(c2cc3c(cc2[N+](=O)[O-])OCO3)N2CCN(C=O)CC2)cc1 (stereo unspecified)	6	6	0	5	4	6	-6	-2	-1
Cc1cccc(NC(=S)N(Cc2cccc(Br)c2)CC2CCC(C(=O)O)CC2)c1 (stereo unspecified)	4	-5	0	4	2	7	-5	-2	-9
COc1ccc2[nH]cc(CC(=O)O)c2c1	-3	3	0	12	5	9	-3	9	6
CCOC(=O)CNC(=O)c1ccc(SCC)cc1	5	3	1	8	0	31	-2	-17	-11
COc1ccc(-n2c(C)cc(-c3csc(NC(=O)c4ccc(S(=O)(=O)N(C)C)cc4)n3)c2C)cc1	4	-5	-2	10	4	-5	-12	-18	-51
CC1(C)C2CCC(C2)C1C/C=N/NC(N)=S (stereo unspecified)	1	-8	1	9	-3	6	-10	-16	1
O=C(c1cccs1)N1CCCC1	-3	0	-1	21	1	22	-5	-10[20 µM]	-6
O=C1CC(C(=O)Nc2ccc(Br)cc2)C2(CCCC2)O1 (stereo unspecified)	0	-6	0	/	9	10	2	-6[20 µM]	5
COc1ccc(NC(=O)CSc2ncc(-c3ccc(F)cc3)n2Cc2ccco2)cc1	-2	-4	-2	13	1	4	0	-10[20 µM]	-9
COc1ccc(NC(=O)c2ccc3c(SCC(=O)O)c4c(nc3c2)CCCC4)c(OC)c1	3	2	4	9	10	27	-11	-23	-11
COc1ccc(CCNc2nc(-c3ccc(NC(C)=O)cc3)cs2)cc1OC	-4	-16	4	10	6	15	2	-14	-16
CCOC(=O)C1=C(N)N(c2ccccc2Oc2ccccc2)C(=O)C1	5	-7	2	9	3	-13	-5	-21	-11
c1nc(N2CCN(Cc3ccc4c(c3)OCO4)CC2)c2[nH]cnc2n1	2	-7	0	10	6	25	-6	-25	8
Cn1c(Cn2nnc3ccccc32)nnc1SCC(=O)NCc1ccc2c(c1)OCO2	6	2	-3	11	4	9	5	-26	-3
COc1ccc(C)cc1NC(=O)CCS(=O)(=O)c1ccc2c(c1)CCN2C(C)=O	-3	-6	-2	7	5	14	23	-29	-10
NC(=O)C1(N2CCCCC2)CCN(Cc2ccc(Br)cc2)CC1	1	-9	-3	8	1	-6	-2	-19	-9
Nc1nnc(SCC(=O)OCc2ccccc2)s1	8	-3	1	9	8	17	33	-1	-10
N/C(Cc1ccccc1Sc1ccccc1)=N\O	8	5	-3	4	3	16	7	-26	-4
CC(C)(C)c1cn(-c2ccc(Cl)cc2)c(=S)[nH]1	1	-8	-3	3	3	15	-6	-12[20 µM]	4
CCc1c(C)sc(NC(=O)C2CCCO2)c1C#N (stereo unspecified)	4	3	-2	13	5	16	1	-25[20 µM]	-10
COc1ccccc1NC(=O)CN1CCN(C2c3ccccc3-c3ccccc32)CC1	0	-3	0	13	3	3	6	-17	5
COc1cc2nc(NCC3CCCO3)n3nc(-c4cccnc4)nc3c2cc1OC (stereo unspecified)	2	0	3	/	5	6	-17	0	-18
OCCCN1CCN(CCCOc2ccccc2-c2ccccc2)CC1	-3	-17	7	3	11	26	3	3	-4
O=C(CCCN1C(=O)c2cccc3cccc(c23)C1=O)N1CCc2ccccc2C1	-4	-5	3	-8	2	3	-18	-2[20 µM]	-1
C/C(=N\NC(=O)Cn1ccc(C(F)(F)F)n1)c1ccc2c(c1)OCO2	-6	3	1	3	3	17	-7	-21	-2

Complete entries, quoted from the list. Order of values: p97 ATPase inh | RBBP9 inh | Ba/F3 V617F tox | EP2 antag | BaF3 tox | PPC-1+TRAIL kill | Tb hexokinase | Furin inh | p47phox inh
CCc1c(C)sc(NC(=O)C2CCCO2)c1C#N (stereo unspecified) in the list: 4 | 3 | -2 | 13 | 5 | 16 | 1 | -25[20 µM] | -10
CC1(C)C2CCC(C2)C1C/C=N/NC(N)=S (stereo unspecified) in the list: 1 | -8 | 1 | 9 | -3 | 6 | -10 | -16 | 1
CCOC(=O)CNC(=O)c1ccc(SCC)cc1 in the list: 5 | 3 | 1 | 8 | 0 | 31 | -2 | -17 | -11
Cc1cccc(NC(=S)N(Cc2cccc(Br)c2)CC2CCC(C(=O)O)CC2)c1 (stereo unspecified) in the list: 4 | -5 | 0 | 4 | 2 | 7 | -5 | -2 | -9
COc1ccc2[nH]cc(CC(=O)O)c2c1 in the list: -3 | 3 | 0 | 12 | 5 | 9 | -3 | 9 | 6

Other results follow.
SMILES	p97 ATPase inh	RBBP9 inh	Ba/F3 V617F tox	EP2 antag	BaF3 tox	PPC-1+TRAIL kill	Tb hexokinase	Furin inh	p47phox inh
Cc1ccc(C(C(=O)NC2CCCC2)N(C(=O)CCC(=O)Nc2cc(C)on2)c2ccccc2)cc1 (stereo unspecified)	5	-2	-4	6	0	16	-4	-23[20 µM]	-4
COc1ccccc1C(=O)Nc1cccc(-c2cn3ccsc3n2)c1	3	-13	2	16	4	14	-2	-15[20 µM]	-16
O=C(CN1C(=O)NC2(CCCCC2)C1=O)Nc1ccccc1Cl	0	-9	4	7	12	-5	-3	-20	2
CC1Cc2ccccc2N1C(=O)CSc1nnnn1C1CCCC1 (stereo unspecified)	7	-10	-1	/	4	28	1	-22[20 µM]	7
Cc1ccccc1C(=O)Nc1nnc(CC(=O)N/N=C/c2cn(Cc3ccccc3)c3ccccc23)s1	-2	-3	1	4	-1	10	-10	-13	8
COCCOc1cc(NC(=O)c2cccc(OC)c2)c(Cl)cc1Cl	-7	5	5	7	8	-10	8	-3	-7
O=C(O)c1ccc(CSc2nnnn2C2CCCCC2)cc1	1	1	2	8	7	12	1	-6[20 µM]	-4
CCOc1ccc2nc(SCc3ccc(CC(=O)O)cc3)c(C#N)cc2c1	-6	-10	-1	6	7	/	3	-12	-3
Cc1ccc(C)c(C(=O)NCCN(C)C)c1	4	0	5	8	5	18	5	-27[20 µM]	1
O=C(NCc1ccco1)c1cc(-c2ccc3c(c2)OCO3)on1	4	-1	1	7	5	33	3	-20	-1
Cc1ccc(S(=O)(=O)Cn2nnnc2C(c2ccccc2)N2CCN(c3ncccn3)CC2)cc1 (stereo unspecified)	-5	-4	3	1	2	1	2	-15	-10
COc1ccc(S(=O)(=O)NCC(=O)Nc2cccc(C)c2C)cc1OC	2	-3	-2	4	0	4	3	-13	11
CC1OC2(OC1C)C(=O)Nc1ccccc12 (stereo unspecified)	-3	-4	2	12	6	-12	0	-19[20 µM]	-7
Cc1ccc(-c2c[n+](CC(=O)Nc3cc(=O)n(C)c(=O)n3C)c3n2CCC3)cc1	6	2	-5	4	1	-1	1	-21	-17
COc1ccc(CC(C(=O)Nc2cc(C)ccc2C)/C(N)=N/O)cc1 (stereo unspecified)	2	-4	-2	-1	7	-9	3	-27	-8
COCc1cc(CN2CCCC(C(=O)c3cccc(C(F)(F)F)c3)C2)ccc1OC (stereo unspecified)	-2	-5	1	6	3	28	-11	-26	-9
CN(/N=C/c1ccc(Br)o1)C1=NS(=O)(=O)c2ccccc21	1	6	2	4	5	1	-8	-15	-9
O=C(c1ccco1)N1CCN(c2c(-c3ccccc3)c3cc(Cl)ccc3[nH]c2=O)CC1	1	-3	0	9	4	2	9	-21[20 µM]	-2
O=C(COc1ccccc1)NCCSCc1ccccc1Cl	-6	-7	3	2	4	-3	10	-17	-2
COc1ccccc1N1CCN(C(=O)C2CCN(S(=O)(=O)N3CCOCC3)CC2)CC1	1	-3	1	10	4	4	47	-15	-1
N#C/C(C(N)=O)=C1/SC(Cc2ccc(F)cc2)C(=O)N1c1ccccc1 (stereo unspecified)	5	2	-1	8	-2	-3	-22	-24	-15
CC(=O)Nc1ccc(S(=O)(=O)NNC(=O)COc2cccc3ccccc23)cc1	2	-3	-1	12	8	12	-1	-15	-27
Cc1ccc2c(c1)C(O)(CC(=O)c1ccc(C)s1)C(=O)N2 (stereo unspecified)	6	-5	0	4	7	9	2	-38	6
CC(=O)N/C(=C/c1ccc2c(c1)OCO2)C(=O)Nc1ccccc1	5	-6	0	9	7	-22	-3	3	-19
COc1ccc(N=C(c2ccccc2)c2c(C)[nH]n(-c3ccccc3)c2=O)c(OC)c1	-4	-9	-3	6	-1	4	-17	-21	-4

Continued, overlapping the part above by 6 compounds.
SMILES	p97 ATPase inh	RBBP9 inh	Ba/F3 V617F tox	EP2 antag	BaF3 tox	PPC-1+TRAIL kill	Tb hexokinase	Furin inh	p47phox inh
COc1ccccc1N1CCN(C(=O)C2CCN(S(=O)(=O)N3CCOCC3)CC2)CC1	1	-3	1	10	4	4	47	-15	-1
N#C/C(C(N)=O)=C1/SC(Cc2ccc(F)cc2)C(=O)N1c1ccccc1 (stereo unspecified)	5	2	-1	8	-2	-3	-22	-24	-15
CC(=O)Nc1ccc(S(=O)(=O)NNC(=O)COc2cccc3ccccc23)cc1	2	-3	-1	12	8	12	-1	-15	-27
Cc1ccc2c(c1)C(O)(CC(=O)c1ccc(C)s1)C(=O)N2 (stereo unspecified)	6	-5	0	4	7	9	2	-38	6
CC(=O)N/C(=C/c1ccc2c(c1)OCO2)C(=O)Nc1ccccc1	5	-6	0	9	7	-22	-3	3	-19
COc1ccc(N=C(c2ccccc2)c2c(C)[nH]n(-c3ccccc3)c2=O)c(OC)c1	-4	-9	-3	6	-1	4	-17	-21	-4
COc1ccc(CCNC(=O)CN2C(=O)C3(OCCCO3)c3ccccc32)cc1OC	1	-2	0	5	9	8	-4	-14	-4
Cc1cc(C)nc(N2CCC(C(=O)N3CCN(c4cc(Cl)ccc4C)CC3)CC2)n1	-1	-9	2	6	7	3	2	-15	-1
CN(C)S(=O)(=O)c1ccc(N2CCCC2)c(C(=O)NC(c2ccccc2)c2ccccc2)c1	-2	-5	1	1	4	5	-10	-12[20 µM]	-13
COC(=O)c1sccc1NC(=O)CC1C(=O)NCCN1C(=O)Nc1ccc(OCc2ccccc2)cc1 (stereo unspecified)	4	-4	-1	11	3	25	-19	-8	-22
N#CC1=C(N)OC(c2ccccc2)=C(C#N)C1c1ccc2c(c1)OCO2 (stereo unspecified)	-3	-12	4	18	7	-3	5	-10[20 µM]	-23
COc1cc(OC)cc(C(=O)NC(=S)Nc2nc(-c3cc4ccccc4o3)cs2)c1	1	0	4	2	-15	28	-23	-22	-14
O=C(NC1CCCCC1)C12CC3CC(C1)CC(n1cncn1)(C3)C2	0	5	-3	9	-1	1	-4	4[20 µM]	-1
COc1ccc(OCCC(=O)OCC(=O)NCCc2ccccc2)cc1	1	-3	-3	12	4	10	5	-11	-3
NC(=O)C1=C[C@H](c2ccc(Br)cc2)C[C@H](OCc2ccc(CO)cc2)O1	0	4	-4	9	0	-5	-11	-19	/
Cc1cccc(NC(=O)c2cc3n(n2)C(C(F)(F)F)CC(c2ccc4c(c2)OCO4)N3)c1 (stereo unspecified)	7	-8	-3	10	5	11	-11	-15[20 µM]	-6
